Source: PubChem BioAssay (Broad Institute)
RAD52 inh = RAD52 DNA annealing inhibitors, primary screen, biochemical, FRET, single point, set 2 | DNA repair protein RAD52 homolog (Homo sapiens), P43351 | recombinant RAD52 DNA annealing, FRET fluorescence | inhibition, % at 18.7 µM | hit rate 0.46% among 360,000;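 active means every replicate showing at least 50% inhibition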
E-sel inducer = E-selectin induction in HUVECs, primary screen, imaging, HUVEC, immunofluorescence imaging, single point; P16581; activation, % at 7.58 µM; normalized: neutral wells 0, TNF-alpha wells 100; AID 686992, 2013; hit rate 0.37% among 260,000;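 active means mean E-selectin-positive cell signal at least 10% of the positive control, reached in at least 60% of replicates, without over 20% cell loss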;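 further: in these data hits start at about 27%; measured in HUVEC primary endothelial cells; signal is the percent of cells scored E-selectin positive by PE staining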
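Assay system: HUVEC, human umbilical vein endothelial cells / Amount: 3,000 HUVEC/well / Controls: TNF-alpha positive control, DMSO neutral control / Compound dosing: single concentration / Medium: EGM-2 over gelatin coat / Evaluation: percent E-selectin-positive cells / Signal: immunofluorescence imaging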
PglD DTNB = C. jejuni PglD acetyltransferase inhibitors, primary screen, biochemical, DTNB colorimetric, single point; UDP-N-acetylbacillosamine N-acetyltransferase PglD (Campylobacter jejuni); purified PglD enzyme, DTNB colorimetric CoA detection; inhibition, % at 12.5 µM; hit rate 0.098% among 360,000; AID 602405, 2012; in the data active means inhibition above about 16%, passing the limit was not always enough; further: strong numbers were not always called active
ERAP1 HTS inh = human ERAP1 aminopeptidase inhibitors, primary screen, biochemical, single point, plate reader; recombinant ERAP1, Leu-AMC fluorescence, 60 min; Endoplasmic reticulum aminopeptidase 1 (Homo sapiens), Q9NZ08; inhibition, % at 10.7 µM; hit rate 0.15% among 340,000;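 active means mean replicate inhibition of at least 30%, or all replicates individually reaching that 30% level; inactive means mean below 30% and not every replicate reaching it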;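 further: 0% = neutral control wells and 100% = L-leucinethiol positive control wells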
Target sequence (Q9NZ08 whole entry, looked up): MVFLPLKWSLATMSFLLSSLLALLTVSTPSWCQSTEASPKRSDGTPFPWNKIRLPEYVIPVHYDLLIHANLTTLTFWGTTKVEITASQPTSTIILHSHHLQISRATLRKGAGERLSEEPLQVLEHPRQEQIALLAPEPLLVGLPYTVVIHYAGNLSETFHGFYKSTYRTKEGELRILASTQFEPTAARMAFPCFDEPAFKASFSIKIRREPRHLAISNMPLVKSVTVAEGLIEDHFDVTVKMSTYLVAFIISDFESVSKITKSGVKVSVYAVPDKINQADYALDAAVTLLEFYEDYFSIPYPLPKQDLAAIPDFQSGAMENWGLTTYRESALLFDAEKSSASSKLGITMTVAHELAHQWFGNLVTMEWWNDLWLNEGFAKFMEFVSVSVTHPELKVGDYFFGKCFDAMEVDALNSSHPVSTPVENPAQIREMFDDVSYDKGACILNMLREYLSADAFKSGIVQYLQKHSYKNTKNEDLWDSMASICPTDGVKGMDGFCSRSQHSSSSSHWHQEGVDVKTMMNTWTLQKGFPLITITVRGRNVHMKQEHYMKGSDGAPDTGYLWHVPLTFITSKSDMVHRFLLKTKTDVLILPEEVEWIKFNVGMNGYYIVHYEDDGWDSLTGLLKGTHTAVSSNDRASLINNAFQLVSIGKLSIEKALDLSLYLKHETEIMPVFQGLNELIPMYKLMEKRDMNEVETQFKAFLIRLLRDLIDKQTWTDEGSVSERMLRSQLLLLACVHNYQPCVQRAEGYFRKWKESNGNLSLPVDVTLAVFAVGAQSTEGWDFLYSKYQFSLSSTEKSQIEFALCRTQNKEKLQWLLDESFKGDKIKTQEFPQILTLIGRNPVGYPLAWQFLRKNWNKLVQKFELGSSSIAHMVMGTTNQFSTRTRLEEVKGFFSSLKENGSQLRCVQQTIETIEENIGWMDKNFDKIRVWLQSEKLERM
Cneo AK release = Cryptococcus neoformans cell lysis inducers, primary screen, AK release luminescence, single concentration | C. neoformans lysis, adenylate kinase release luminescence, 4 h; normalised: neutral wells 0, clomiphene wells 100 | lysis activity, % at 15 µM | hit rate 0.2% among 360,000;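 active means mean lysis activity across replicates of at least 80%, whatever share of replicates individually reach that level; inactive means mean lysis activity below 80%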
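Material: C. neoformans cells | Amount: Yeast cell density of 5 × 10^6 cells/mL | Medium: Fresh YPD growth medium | Dosing: Single dose | Times: Static 4 h at 37 °C with compound, 1 h detection | Detection: AK luminescence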
PGC1a acetyl inh = inhibitors of PGC1a acetylation signal, primary screen, cell-based, U2OS, AlphaScreen, inhibitor mode; AlphaScreen anti-acetyl-lysine; with virally co-expressed GCN5 acetyltransferase; inhibition, % at 15.6 µM; hit rate 0.17% among 350,000; AID 651687, 2012;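 active means every replicate shows inhibition of at least 40%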;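 further: 0% = neutral control wells and 100% = positive control wells; some results beyond the cut were filed as inactive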
RAD54 inh = inhibitors of human RAD54 branch migration, primary screen, biochemical, fluorescence, single point; DNA repair and recombination protein RAD54-like (Homo sapiens), Q92698; inhibition, % at 10.4 µM; RAD54 Holliday junction branch migration, FAM/BHQ fluorescence; hit rate 0.14% among 360,000;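 active means mean normalized replicate activity at least 40 and at least half of replicates scoring 40 or more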;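 further: 0% = median of neutral control wells and 100% = median of positive control wells; inhibitors cause a drop in the FAM fluorescence signal; in these data hits start at about 50%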
miR122 inh = miR-122 Renilla sensor signal increase in Huh7, primary screen, miR-122 inhibitor project, cell-based, single point, plate reader; Huh7 miR-122 Renilla luciferase sensor, 48 h; neutral wells = 0, positive control = 100; activation (reporter increase), % at 12.5 µM; hit rate 0.3% among 340,000;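 active means mean replicate activation score at least 90 and every replicate individually at or above 90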;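 further: higher luciferase means less miR-122 activity so hits act as miR-122 inhibitors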
* hit, by the source's call; · = not tested or not shown; [ ] = another dose, or the depositor's remark.

SMILES | RAD52 inh | E-sel inducer | PglD DTNB | ERAP1 HTS inh | Cneo AK release | PGC1a acetyl inh | RAD54 inh | miR122 inh
Cc1noc(C)c1NC(=O)Nc1ccc2c(c1)CC(=O)N([C@H](C)CO)C[C@@H](C)[C@@H](CN(C)S(=O)(=O)c1ccc(F)cc1)O2 | 3 | 0.0 | -1 | -2 | 1 | 10 | -30 | 2[16.7 µM]
COc1ccc(C(=O)NN2CCCCC2)cc1OC | · | · | -3 | · | 2 | 1 | -5 | 1
COc1ccc(N2CCN(C(=O)CCCn3c(=S)[nH]c4cc5c(cc4c3=O)OCO5)CC2)cc1 | · | · | -6 | · | -3 | · | 0 | -8
C[C@@H]1CN([C@H](C)CO)C(=O)Cc2cc(NS(C)(=O)=O)ccc2O[C@H]1CN(C)Cc1ccc(C(=O)Nc2ccccc2N)cc1 | -1 | 1.2 | · | 6 | · | -7 | · | ·
O=C(Nc1ccccc1N1CCOCC1)c1cccc(S(=O)(=O)Nc2ccccc2F)c1 | -16 | · | 2 | 6 | 1 | -9 | 6 | ·
CS(=O)(=O)N(CC(=O)N1CCN(Cc2ccc3c(c2)OCO3)CC1)C1CCCCC1 | -26 | -3.5 | · | -1 | · | -13 | · | ·
COc1cccc(NC(=O)C2C3C=CC4(O3)C2C(=O)N(CCCN2CCCCC2)C4C(=O)NC2CCCCC2)c1 (configuration not stated) | -9 | 29* | -2 | -3 | 0 | · | 2 | -6
C[C@@H]1CN([C@H](C)CO)C(=O)c2cc(NC(=O)c3ccncc3)ccc2O[C@@H]1CN(C)S(=O)(=O)c1ccc(Cl)cc1 | -3 | 0.2 | 3 | -2 | -2 | -1 | 7 | 179*[16.7 µM]
O=C(NCC[C@@H]1CC[C@H](NS(=O)(=O)c2cccc(F)c2)[C@H](CO)O1)C1CCOCC1 | 2 | -0.4 | 4 | 3 | 3 | 8 | -5 | ·
Cc1nn(-c2cccc(Cl)c2)c2nc(-c3ccco3)cc(C(=O)O)c12 | · | · | · | · | -1 | 1 | 2 | -8
COC(=O)c1ccccc1NC(=O)CN1CCc2ccccc2C1 | -18 | 0.4 | -2 | -1 | -2 | -5 | 6 | 4
O=C(CSc1nc2ccc(Cl)cc2[nH]1)Nc1ccc2[nH]c(=O)[nH]c2c1 | -10 | · | · | -3 | · | 5 | · | 7
CC(C)C[C@H](NC(=O)c1nc[nH]c1C(=O)NC(c1ccccc1)c1ccccc1)C(=O)OC(C)(C)C | -7 | 0.6 | -2 | 6 | 8 | -7 | 3 | -2
C#CCOCCOCCOCCNc1nc(N2CCN(C(=O)CCCCCCCCCCNC(=O)[C@H](CO)n3cc(CCCSC)nn3)CC2)nc(N2CCN(C(=O)CCCCCCCCCCNC(=O)[C@H](CCCN=C(N)N)n3cc(C[C@@H](C)CC)nn3)CC2)n1 | · | · | -8 | · | 0 | 7 | -2 | -1
O=C(NCCCC(NC(=O)OCc1ccccc1)C(=O)O)OCc1ccccc1 (configuration not stated) | -14 | · | 5 | 1 | -1 | 13 | -4 | 0
COc1ccc([N+](=O)[O-])cc1/C=N/NC(=O)c1nonc1N | -20 | -0.1 | · | -4 | -3 | 6 | 8 | -9
Cc1cccc(NC(=O)N[C@@H](C)C(=O)O)c1 | · | · | -2 | · | -1 | 3 | 13 | 22
O=C(C[C@@H]1CC[C@H]2[C@@H](COC[C@@H](O)CN2Cc2cccc(F)c2)O1)NCc1cccc(F)c1 | 8 | 0.1 | 5 | 1 | -2 | -5 | 1 | 5[16.7 µM]
Cc1ccc2c(c1)N(CC(=O)N1CCOCC1)C(=O)CO2 | -15 | 0.4 | 0 | -1 | -2 | -2 | -5 | 1
C=CCN1C(=O)[C@]2(O[C@H](CCO)[C@@H]([Si](C)(C)c3ccc(OC)cc3)[C@@H]2C)c2cc(N3CCCCC3=O)ccc21 | 2 | · | 2 | 3 | 37 | -23 | 0 | ·
CN1CCC(NC(=O)C2(C)CCN2Cc2ccc3ccccc3c2)CC1 (configuration not stated) | -17 | -0.3 | -2 | -1 | -1 | 8 | -3 | 2
Cc1ccc(OC(=O)CCC(=O)NC(C)c2ccccc2)cc1 (configuration not stated) | 3 | · | -6 | -1 | -1 | -1 | -9 | -4
CCOC(=O)CN(C(=O)CSc1nnc(CNc2ccc(F)cc2)o1)c1ccccc1 | · | · | 0 | · | 2 | · | 2 | 2
COc1ccc(CCN2C(=O)CC(C(N)=O)SC2=Nc2ccccc2)cc1OC (configuration not stated) | 2 | · | 2 | 1 | 0 | 1 | -17 | 3
COc1ccc(NC(=O)Nc2ccc3c(c2)C(=O)N([C@H](C)CO)C[C@@H](C)[C@@H](CN(C)C)O3)cc1 | 8 | 2.8 | 1 | 2 | -1 | 0 | -5 | 5[16.7 µM]
CN(C)C(=O)C[C@H]1C[C@@H]2c3cc(NS(C)(=O)=O)ccc3O[C@@H]2[C@@H](CO)O1 | -8 | 0.5 | 0 | -2 | 2 | -14 | 0 | -3[16.7 µM]
C[C@H]1CN([C@@H](C)CO)C(=O)Cc2cc(NS(=O)(=O)c3cccs3)ccc2O[C@H]1CN(C)S(=O)(=O)c1ccccc1 | -5 | 4.7 | 1 | -2 | 7 | 5 | 1 | 4[16.7 µM]
CCOc1ccc(NC(=O)C2CC(=O)NC(N3CCc4ccccc43)=N2)cc1 (configuration not stated) | · | · | 0 | · | 1 | 2 | -20 | 2
CN(C)c1ccc(C(=O)N2CCN(c3cc(C(F)(F)F)nc4ccccc34)CC2)cc1 | -4 | -0.1 | -4 | 2 | -1 | · | -4 | -4
CC(Oc1cccc(Cl)c1)C(=O)Nc1ccncc1 (configuration not stated) | -11 | · | · | -2 | · | 2 | · | -5
O=C(CSc1nnnn1-c1ccccc1)N1CCNC1=O | -2 | · | -1 | 2 | 1 | 0 | -1 | -7
CCOc1cc(CN2CCN(C(=O)CC(C)C)CC2)ccc1OC | · | · | 6 | · | 0 | -5 | -10 | -7
O=c1c2sccc2nc(SCc2cc(=O)n3ccccc3n2)n1-c1ccc(Br)cc1 | -22 | · | -3 | -2 | -1 | · | -1 | 3
COc1ccccc1OCc1ccc(C(=O)N2CCCCC2)o1 | -1 | 0.5 | -2 | -4 | 0 | -3 | -9 | -6
CCOC(=O)CSC1=N/C(=C/c2ccc(-n3cncn3)cc2)C(=O)N1C(C)=O | -12 | -2.2 | -3 | 1 | -1 | 7 | 8 | -1
C[C@@H]1CN([C@@H](C)CO)C(=O)c2cc(NC(=O)C3CCCCC3)ccc2O[C@@H](C)CCCCO[C@@H]1CN(C)S(=O)(=O)c1ccc(Cl)cc1 | -3 | -0.1 | 0 | 1 | 1 | 5 | -4 | -3[16.7 µM]
CC(C)CC(=O)Nc1ccc(C(=O)COc2ccc(-c3nnco3)cc2)cc1 | · | · | 2 | · | 1 | 5 | 0 | -1
CCCCn1nc(C(=O)N(C)CC(=O)Nc2cccc(F)c2)c2ccccc2c1=O | 2 | · | 0 | 0 | -7 | · | 0 | ·
c1ccc(CCNc2c3c(nc4ncnn24)CCC3)cc1 | · | · | 0 | · | 0 | 13 | -3 | -7
CCC(=O)Nc1ccc2c(c1)OC[C@@H](C)NC[C@@H](C)[C@H](OC)CN(C)C2=O | 1 | -0.2 | 0 | 0 | 5 | · | -8 | 1[16.7 µM]
Cc1nc(NC(=O)c2ccccc2)sc1-c1csc(NCCc2ccccc2)n1 | · | -2.3 | -2 | · | 4 | -8 | 12 | 0
Cc1ccc(CN(CC(=O)NC2CCCC2)C(=O)CSc2nnc(COc3ccccc3)o2)cc1 | · | · | -4 | · | 0 | 3 | 4 | 2
O=C(Nc1ccccc1C(=O)Nc1nncs1)c1ccccc1 | -15 | 0.4 | 0 | 2 | 3 | -18 | -2 | ·
CNC[C@@H]1Oc2ncc(C#Cc3ccc(OC)c(OC)c3)cc2C(=O)N([C@H](C)CO)C[C@@H]1C | 16 | -2.3 | -1 | 0 | 18 | -9 | 0 | 5[16.7 µM]
CC1CC(C)(C)NC(=S)N1CCC(=O)NCc1ccc(Cl)cc1 (configuration not stated) | -7 | -0.3 | · | 0 | · | 7 | · | ·
Cc1cccn2c(=O)c3cc(C(=O)NCC4CCCO4)c(=N)n(Cc4cccnc4)c3nc12 (configuration not stated) | -38 | · | -1 | 105* | 2 | -4 | 18 | -2
CCOc1ccc(C(O)(c2ccccc2OC)C(CN2CCCC2)c2ccccc2)cc1 (configuration not stated) | -1 | · | 0 | -5 | -2 | 0 | 6 | -4
Cc1noc(C)c1S(=O)(=O)N(C)C[C@H]1Oc2ccc(NC(=O)C3CC3)cc2CC(=O)N([C@H](C)CO)C[C@H]1C | 5 | -22 | -3 | 1 | 0 | -13 | -2 | -9[16.7 µM]
CO[C@H]1CN(C)C(=O)c2ccc(NC(=O)C3CC3)cc2OC[C@H](C)N(C(=O)c2ccccn2)C[C@@H]1C | -3 | -0.2 | · | 2 | · | -4 | · | ·
O=S(=O)(Nc1ccc2c(c1)OCO2)c1ccc(Br)s1 | · | · | -1 | · | -4 | -13 | -1 | 27
O=C(NCc1cccnc1)C1CC(c2ccc(Cl)c(Cl)c2)=NO1 (configuration not stated) | -32 | 5.5 | -5 | -2 | 1 | 38 | 1 | 4
CN(C(=O)c1ccncc1)C1CCCN(Cc2ccccc2F)C1 (configuration not stated) | -17 | -1.8 | 3 | 0 | 0 | -7 | 10 | 0
COc1cc(NC(=O)CSc2nnc(C)s2)cc(OC)c1OC | · | · | -4 | · | -2 | -4 | -22 | -2
COc1ccc(S(=O)(=O)N(C)C)cc1NC(=O)CSC(C)C(=O)Nc1cc(C)on1 (configuration not stated) | -12 | · | 1 | 1 | -1 | -1 | 7 | 3
CCN1C(=O)CC(N2CCN(CC(=O)NC(C)C)CC2)C1=O (configuration not stated) | · | · | 5 | · | 7 | -2 | -2 | 3

Ordered by heavy-atom count (falling): some entries from above.
SMILES | RAD52 inh | E-sel inducer | PglD DTNB | ERAP1 HTS inh | Cneo AK release | PGC1a acetyl inh | RAD54 inh | miR122 inh
Cc1noc(C)c1S(=O)(=O)N(C)C[C@H]1Oc2ccc(NC(=O)C3CC3)cc2CC(=O)N([C@H](C)CO)C[C@H]1C | 5 | -22 | -3 | 1 | 0 | -13 | -2 | -9[16.7 µM]
CO[C@H]1CN(C)C(=O)c2ccc(NC(=O)C3CC3)cc2OC[C@H](C)N(C(=O)c2ccccn2)C[C@@H]1C | -3 | -0.2 | · | 2 | · | -4 | · | ·
COc1ccc(S(=O)(=O)N(C)C)cc1NC(=O)CSC(C)C(=O)Nc1cc(C)on1 (configuration not stated) | -12 | · | 1 | 1 | -1 | -1 | 7 | 3
CN(C(=O)c1ccncc1)C1CCCN(Cc2ccccc2F)C1 (configuration not stated) | -17 | -1.8 | 3 | 0 | 0 | -7 | 10 | 0
COc1cc(NC(=O)CSc2nnc(C)s2)cc(OC)c1OC | · | · | -4 | · | -2 | -4 | -22 | -2
O=S(=O)(Nc1ccc2c(c1)OCO2)c1ccc(Br)s1 | · | · | -1 | · | -4 | -13 | -1 | 27
